High-throughput results as filed in PubChem.
HEK293 tox: cytotoxic in the GLP-1 receptor inverse agonist counter-screen | HEK293 cAMP-luciferase reporter cells, luminescence, 24 h | 410,000 tested, 0.13% active | AID 624418 | Potency, µM (titrated, usually from 38.3 µM), inactives show at the highest dose activity change, negative = inhibition, most hits filed as inhibitors;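 also: loss of luciferase light is scored as toxicity; potency is read from the fitted curve at half-maximal effect; % is scaled to controls: 0 for no effect and ±100 for the full control effect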
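Luminescence readout: signal drop marks cytotoxicity. Plated cells grew 12 h at 37 °C, 5% CO2, received 23 nL compound for 24 h, then got luciferase reagent, read after 12 min at RT.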
SW480 rerep: inducers of DNA re-replication in SW480 colon cancer cells; 340,000 tested, 1.8% active; SW480 DNA re-replication, Hoechst DNA content imaging, 48 h; AID 624297; Potency, µM (highest dose often 46.1 µM), for inactives: top-dose re-replication activation, most hits filed as activators; also: potency is read from the fitted curve at half-maximal effect; % of control where 0% means no effect; nearly all actives have a fitted effect of over 55% in size
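DNA re-replication was detected as more nuclei of elevated Hoechst intensity after 48 hr exposure to compound (23 nL pinned per well of 250 cells).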
DRD3 agonist: activates the human D3 dopamine receptor; P35462; D3R DiscoveRx beta-arrestin cells, luminescence, 90 min; max activation, %; 410,000 tested, 0.58% active; AID 652048; in the data active = max activation above about 30%; also: 0% is about no effect; mostly tested at two doses, the higher about 12 µM
Target sequence (P35462 whole entry, looked up): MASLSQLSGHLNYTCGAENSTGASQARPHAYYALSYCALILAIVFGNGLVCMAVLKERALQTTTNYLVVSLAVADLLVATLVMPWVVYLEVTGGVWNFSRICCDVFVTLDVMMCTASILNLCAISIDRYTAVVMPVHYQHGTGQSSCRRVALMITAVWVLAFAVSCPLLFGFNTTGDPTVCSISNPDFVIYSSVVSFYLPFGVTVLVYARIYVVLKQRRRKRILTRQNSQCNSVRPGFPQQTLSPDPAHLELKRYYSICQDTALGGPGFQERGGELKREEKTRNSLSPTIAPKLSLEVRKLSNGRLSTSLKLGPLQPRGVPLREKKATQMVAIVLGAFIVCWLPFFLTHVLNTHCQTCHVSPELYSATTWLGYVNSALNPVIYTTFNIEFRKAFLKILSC
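Agonist mode: compounds and dopamine controls were applied to plated cells for 90 min at 37 degrees C after an overnight attachment at 1500 cells/well. Luminescent read-out followed 30 - 60 minutes at room temperature with DiscoveRx detection reagent.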
MCF10A rerep: induces DNA re-replication in MCF 10a normal breast cells; Potency, µM (highest dose often 46.1 µM), for inactives: top-dose activity, positive = re-replication, usual class: activators; MCF 10A DNA re-replication, Hoechst nuclear intensity, 48 h; 350,000 tested, 2.9% active; AID 624296; also: potency is read from the fitted curve at half-maximal effect; % of control where 0% means no effect; nearly all actives have a fitted effect of over 50% in size
KB-3-1 cytotox: kills parental KB-3-1 adenocarcinoma cells | 400,000 tested, 1.4% active | Potency, µM (doses to about 46.1 µM), for inactives: at the highest dose activity change, negative = cytotoxic, actives largely listed as cytotoxic | KB-3-1 viability, CellTiter-Glo ATP luminescence, 72 h | AID 1347075; also: potency is read from the fitted curve at half-maximal effect; % is scaled to controls: 0 for no effect and ±100 for the full control effect; nearly all actives have a fitted effect of over 60% in size
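Cytotoxicity measured as CellTiter-Glo luminescence after 72 h at 37 C. Compound titrations were pinned onto drug-naive KB-3-1 parental adenocarcinoma cells grown in DMEM with 10% FBS, and normalized data fitted to concentration-response curves.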
HT1080 IDH1KD tx: toxicity to HT-1080 IDH1 knockdown cells (counter line) | Potency, µM (highest dose often 46.1 µM), for the others: at the highest dose activity, negative = toxicity, hits mostly cytotoxic | AID 686971 | HT-1080 IDH1 knockdown viability, ATP luminescence, 48 h | 360,000 tested, 2% active;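 also: potency is read from the fitted curve at half-maximal effect; 0% = DMSO wells and -100% = cell-free medium wells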
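IDH1KD HT-1080 cells, 750/well, RPMI + 5% FBS; compound pinned after 2 h settling; 48 h, 37 °C; CellTiter-Glo luminescence; % activity normalised to DMSO and no-cell wells; curves fitted, classed by r2 and efficacy.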
IL-1B inflam inh: inflammasome signaling inhibition, IL-1 beta readout; THP-1 LPS/ATP IL-1B secretion, AlphaLISA, 16 h; active compounds read low; activity change, % at 57.5 µM; 360,000 tested, 4.7% active; AID 743279; in the data active = activity change below about -50%; inconclusive = mostly about -30% to -49%; also: % is scaled to controls: 0 for no effect and ±100 for the full control effect
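THP-1 cells pretreated 1 hr with compounds (up to 57.5 uM final), then stimulated with LPS (250 ng/mL final) plus ATP (1.25 mM final); secreted IL-1B measured by AlphaLISA after 16 hr, decreased signal indicating inhibition.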
HT1080NT lethal: kills 2HG-producing HT-1080-NT fibrosarcoma cells | HT-1080-NT fibrosarcoma viability, CellTiter-Glo ATP luminescence, 48 h | Potency, µM (top dose mostly 46.1 µM), for inactives: top-dose activity, negative = less viability, hits mostly cytotoxic | 360,000 tested, 1.6% active | AID 686970;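 also: NT is the 2HG producing partner of a matched IDH1 knockdown line; potency is read from the fitted curve at half-maximal effect; 0% = DMSO-treated cells and -100% = media-only wells without cells; nearly all actives have a fitted effect of over 55% in size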
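Luminescent CellTiter-Glo readout after 48 hours of compound exposure at 37 degrees C defined viability of HT-1080-NT cells. Activity was normalized to DMSO wells and cell-free media wells; concentration-response curves were fitted and assigned curve classes.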
KB-V1 cytotox: kills drug-selected multidrug resistant KB-V1 cells; AID 1347076; Potency, µM (series often up to 46.1 µM), inactives show at the highest dose activity change, negative = cytotoxicity, most hits filed as cytotoxic; KB-V1 MDR cells viability, CellTiter-Glo, 72 h; 400,000 tested, 3.4% active; also: potency is read from the fitted curve at half-maximal effect; % is scaled to controls: 0 for no effect and ±100 for the full control effect; nearly all actives have a fitted effect of over 60% in size
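qHTS viability screen in drug-selected KB-V1 MDR cells: 72 h compound treatment at 37 degrees C, ATP luminescence end point.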
* hit, by the source's call; & = joins results of further samples; [ ] = another dose, or the depositor's remark. Unless noted, calls follow the shape of the dose curve; as a rule, active = well fitted curve in the direction sought with a large enough effect; inconclusive = small, poorly fitted or top-dose-only effect, or another doubt; inactive = no such curve, though single readings can be large; an effect the other way counts as inactive or inconclusive. Hits appear at their usual frequency, and some 11% of all compounds hit somewhere here.

`Cc1cccc(SC2CCN(C(=O)C3CCC(=O)N(C4CC4)C3)CC2)c1` (stereo not drawn) gave HEK293 tox 6%, SW480 rerep -8%, DRD3 agonist -2, MCF10A rerep 12%, KB-3-1 cytotox -1%, HT1080 IDH1KD tx 2%, IL-1B inflam inh -5, HT1080NT lethal -6% and KB-V1 cytotox -20%.
Screening C[C@]12c3[nH]c4ccc(Cl)cc4c3CCN1C(=O)[C@@H](CC(=O)NCCCn1ccnc1)C[C@@H]2C(=O)N1CCCCC1 returned HEK293 tox -8%, SW480 rerep 1%, DRD3 agonist -19, MCF10A rerep 12%, KB-3-1 cytotox 11%, HT1080 IDH1KD tx -5%, IL-1B inflam inh 0, HT1080NT lethal -7% and KB-V1 cytotox -1%.
For CC1C(=O)N(Cc2cn(CCC3OCCCO3)nn2)CCS(=O)(=O)N1Cc1ccc(-c2ccc(Cl)nc2)cc1 (stereo not drawn) the results were HEK293 tox -3%, DRD3 agonist 1, KB-3-1 cytotox 11%, HT1080 IDH1KD tx -4%, IL-1B inflam inh 20, HT1080NT lethal 1% and KB-V1 cytotox 17%.
For COc1ccc(CC(=O)Nc2sc3c(c2C(N)=O)CCCC3)cc1 the results were HEK293 tox -17%, SW480 rerep -2%, DRD3 agonist 14, MCF10A rerep inconclusive, KB-3-1 cytotox 8%, HT1080 IDH1KD tx -21%, IL-1B inflam inh -2, HT1080NT lethal -19% and KB-V1 cytotox inconclusive.
Screening COc1ccccc1NC(=O)C(=O)NNC(=O)c1ccco1 returned HEK293 tox -1%, SW480 rerep inconclusive, DRD3 agonist -1, MCF10A rerep inconclusive, KB-3-1 cytotox 1%, HT1080 IDH1KD tx -6%, IL-1B inflam inh 21, HT1080NT lethal -8% and KB-V1 cytotox inconclusive.
For COc1ccccc1NC(=O)Cn1c(=O)n(CCC(=O)NCC2CCCO2)c(=O)c2cc(OC)c(OC)cc21 (stereo not drawn) the results were HEK293 tox 8%, DRD3 agonist -2, KB-3-1 cytotox 4% and KB-V1 cytotox -25%.
`Cc1ccc(OCC(=O)Nc2nnc(SCc3cc(=O)c4ccccc4[nH]3)s2)cc1C` gave HEK293 tox -1%, DRD3 agonist 7, KB-3-1 cytotox 11% and KB-V1 cytotox inconclusive.
Screening Cc1ccc(NC(=O)NC(=O)CN2C(=O)NC3(CCCCCCC3)C2=O)c(C)c1 returned HEK293 tox -26%, SW480 rerep 6%, DRD3 agonist 11, MCF10A rerep 33%, KB-3-1 cytotox 0%, HT1080 IDH1KD tx inconclusive, IL-1B inflam inh -2, HT1080NT lethal -8% and KB-V1 cytotox 4%.
`Cc1ccc2nc(C3CCCN(C(=S)Nc4ccccc4C)C3)[nH]c2c1` (stereo not drawn) gave HEK293 tox -18%, SW480 rerep 2%, DRD3 agonist -12, MCF10A rerep 21%, KB-3-1 cytotox 3%, HT1080 IDH1KD tx -29%, IL-1B inflam inh -2, HT1080NT lethal -14% and KB-V1 cytotox -6%.
Cc1nn(Cc2ccc(C(=O)Nc3ccccc3C(F)(F)F)o2)c(C)c1Br was read as HEK293 tox -10%, SW480 rerep -10%, DRD3 agonist 3, MCF10A rerep inconclusive, KB-3-1 cytotox inconclusive, HT1080 IDH1KD tx -6%, IL-1B inflam inh 14, HT1080NT lethal -10% and KB-V1 cytotox -5%.
For OCC[C@@H]1C[C@@H](O)[C@H](O)[C@@]2(CCCO2)O1 the results were HEK293 tox 1%, SW480 rerep 3%, DRD3 agonist 8, MCF10A rerep -31%[inhibitor], KB-3-1 cytotox -2%, HT1080 IDH1KD tx -2%, IL-1B inflam inh -4, HT1080NT lethal 24% and KB-V1 cytotox -8%.
CC(=O)C1=C(O)C(=O)N(CCN2CCOCC2)C1c1ccc(N(C)C)cc1 (stereo not drawn) was read as HEK293 tox 11%, SW480 rerep -5%, DRD3 agonist -13, MCF10A rerep 0%, KB-3-1 cytotox -5%, HT1080 IDH1KD tx 7%, IL-1B inflam inh -2, HT1080NT lethal 1% and KB-V1 cytotox -3%.
Cc1ccc(NC(=O)CN(C)C(=O)COc2ccc(Br)cc2)cc1 was read as HEK293 tox 0%, DRD3 agonist -3, KB-3-1 cytotox 0%, HT1080 IDH1KD tx -28%, IL-1B inflam inh -15, HT1080NT lethal -18% and KB-V1 cytotox -18%.
Screening O=C(O)c1cc(-c2ccc(-c3c(-c4ccc5c(c4)OCO5)noc3-c3ccsc3)cc2)nc2ccccc12 returned HEK293 tox 8%, SW480 rerep 5%, DRD3 agonist -43, MCF10A rerep -8%, KB-3-1 cytotox 4%&8%, HT1080 IDH1KD tx -5%, IL-1B inflam inh -7, HT1080NT lethal 15% and KB-V1 cytotox -15%&0%.
For CCN(CC)S(=O)(=O)c1ccc2c(c1)N(CC(=O)NCCCN1CCN(c3cc(C)ccc3C)CC1)C(=O)CO2 the results were HEK293 tox inconclusive, DRD3 agonist -20, KB-3-1 cytotox -16% and KB-V1 cytotox inconclusive.

Grouped by structure: the entries above containing bromine.
Cc1nn(Cc2ccc(C(=O)Nc3ccccc3C(F)(F)F)o2)c(C)c1Br was read as HEK293 tox -10%, SW480 rerep -10%, DRD3 agonist 3, MCF10A rerep inconclusive, KB-3-1 cytotox inconclusive, HT1080 IDH1KD tx -6%, IL-1B inflam inh 14, HT1080NT lethal -10% and KB-V1 cytotox -5%.
Cc1ccc(NC(=O)CN(C)C(=O)COc2ccc(Br)cc2)cc1 was read as HEK293 tox 0%, DRD3 agonist -3, KB-3-1 cytotox 0%, HT1080 IDH1KD tx -28%, IL-1B inflam inh -15, HT1080NT lethal -18% and KB-V1 cytotox -18%.

Further records follow.
For O=C(Nc1c(C(=O)N2CCN(c3ccccc3F)CC2)oc2ccccc12)c1cccc(F)c1 the results were HEK293 tox -3%, DRD3 agonist -8, KB-3-1 cytotox -1% and KB-V1 cytotox -21%.
Screening O=C1Nc2ccccc2C(O)(C(=O)NCc2ccc3c(c2)OCO3)N1c1ccccc1 (stereo not drawn) returned HEK293 tox 5%, SW480 rerep -1%, DRD3 agonist -2, MCF10A rerep 1%, KB-3-1 cytotox 23%, HT1080 IDH1KD tx 5%, IL-1B inflam inh -3, HT1080NT lethal 2% and KB-V1 cytotox 16%.
Cc1cc(OCC(=O)NCC(c2ccc(F)cc2)N2CCOCC2)ccc1Cl (stereo not drawn) was read as HEK293 tox -5%, SW480 rerep 2%, DRD3 agonist 0, MCF10A rerep 7%, KB-3-1 cytotox 4%, HT1080 IDH1KD tx -1%, IL-1B inflam inh -7, HT1080NT lethal -1% and KB-V1 cytotox 0%.
Screening CCc1ccccc1NC(=O)CN1CCN(C(=O)CNC(=O)c2ccccc2F)CC1 returned HEK293 tox 0%, SW480 rerep 6%, DRD3 agonist -17, MCF10A rerep 3%, KB-3-1 cytotox 7%, HT1080 IDH1KD tx 13%, IL-1B inflam inh 0, HT1080NT lethal 20% and KB-V1 cytotox -27%.
`O=C(CSc1nc2ccccc2c(=O)n1-c1ccccc1)c1c[nH]c2ccccc12` gave HEK293 tox -9%, SW480 rerep 5%, DRD3 agonist 0, MCF10A rerep inconclusive, KB-3-1 cytotox -5%, HT1080 IDH1KD tx -4%, IL-1B inflam inh 7, HT1080NT lethal -2% and KB-V1 cytotox -25%.
CC1CCN(CCOCCOc2ccc(Cl)cc2Br)CC1 was read as HEK293 tox -22%, SW480 rerep -7%, DRD3 agonist -28, MCF10A rerep inconclusive, KB-3-1 cytotox 10%, HT1080 IDH1KD tx inconclusive, IL-1B inflam inh inconclusive, HT1080NT lethal inconclusive and KB-V1 cytotox inconclusive.
CCN(CC)C(=O)C1=C(C)N(Cc2ccc(C(C)(C)C)cc2)C(=O)C(CC(=O)NC2CCCC2)C1 (stereo not drawn) was read as HEK293 tox 2%, DRD3 agonist 4, KB-3-1 cytotox 6%, HT1080 IDH1KD tx 4%, IL-1B inflam inh -28, HT1080NT lethal -3% and KB-V1 cytotox 4%.
Screening COc1ccccc1-c1c(C)oc2cc(OCC(=O)OCc3ccccc3)ccc2c1=O returned HEK293 tox 4%, SW480 rerep -6%, DRD3 agonist 2, MCF10A rerep 0%, KB-3-1 cytotox 5%, HT1080 IDH1KD tx 19%, IL-1B inflam inh 10, HT1080NT lethal 9% and KB-V1 cytotox -5%.
`CC(C)NC(=O)CSCc1ccccc1Cl` gave HEK293 tox 14%, SW480 rerep 1%, DRD3 agonist -10, MCF10A rerep -18%, KB-3-1 cytotox -6%, HT1080 IDH1KD tx -3%, IL-1B inflam inh -1, HT1080NT lethal 0% and KB-V1 cytotox -14%.
For CC1CCCCN1C(=O)c1cc(-c2ccc3c(c2)OCO3)on1 (stereo not drawn) the results were HEK293 tox -3%, SW480 rerep 2%, DRD3 agonist 4, MCF10A rerep -2%, KB-3-1 cytotox 4%, HT1080 IDH1KD tx 2%, IL-1B inflam inh -7, HT1080NT lethal 12% and KB-V1 cytotox -1%.
For Cc1cccc(C)c1NC(=O)C1(C)CN(S(C)(=O)=O)CC(=O)N1CC(F)(F)F (stereo not drawn) the results were HEK293 tox 0%, DRD3 agonist 2, KB-3-1 cytotox 0%, HT1080 IDH1KD tx 7%, IL-1B inflam inh 24, HT1080NT lethal 4% and KB-V1 cytotox -1%.
Screening O=S(=O)(c1ccc(F)cc1)c1nc(-c2ccccc2F)oc1N1CCCCC1 returned HEK293 tox -4%, SW480 rerep 10%, DRD3 agonist -10, MCF10A rerep 16%, KB-3-1 cytotox 0%, HT1080 IDH1KD tx -12%, IL-1B inflam inh -11, HT1080NT lethal -7% and KB-V1 cytotox 3.7µM*.
